S1P1 ag-PAM = activates or potentiates agonism at human S1P1 receptor; 0.57% of 56,000 active; S1P1 CRE-bla cells, forskolin, beta-lactamase FRET, potentiator mode; S1P1 agonist co-added at EC20, 2 nM; 100% = saturating reference agonist, 0% = basal; activation, % at 9.5 µM;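 active means activation above a cutoff set at the mean activation of all tested compounds plus 3 SD, cut at about 54% in these data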;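 further: forskolin at 4 µM as EC80 and the EC20 agonist is SEW2871; 100% = SEW2871 at its EC100 plus forskolin at EC80; some compounds past the cut are filed as inactive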
5HT1a antag = 5-HT1a (human) receptor antagonism; P08908; CHO 5-HT1a Ga15 NFAT-bla reporter, antagonist mode; inhibition, % at 10 µM; 0.68% of 62,000 active;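 active means inhibition above the mean of all tested compounds plus 3 SD, cut at about 43% in these data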;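 further: receptor stimulated by 5-CT agonist at 100 nM near EC80; beta-lactamase reporter measured by ratiometric fluorescence of a cleavable substrate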
Target sequence (P08908 whole entry, looked up): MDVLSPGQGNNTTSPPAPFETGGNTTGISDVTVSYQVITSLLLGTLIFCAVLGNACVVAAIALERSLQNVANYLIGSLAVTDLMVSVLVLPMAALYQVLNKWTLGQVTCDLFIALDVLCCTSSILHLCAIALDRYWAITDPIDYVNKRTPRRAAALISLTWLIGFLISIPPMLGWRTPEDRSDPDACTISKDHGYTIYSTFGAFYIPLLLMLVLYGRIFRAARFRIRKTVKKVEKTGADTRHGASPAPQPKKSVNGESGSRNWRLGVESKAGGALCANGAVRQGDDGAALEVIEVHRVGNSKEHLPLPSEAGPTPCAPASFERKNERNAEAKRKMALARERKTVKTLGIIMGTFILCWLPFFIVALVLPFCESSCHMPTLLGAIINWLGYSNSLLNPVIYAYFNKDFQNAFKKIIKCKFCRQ
HTR1E agonist = activates the human 5-HT1E serotonin receptor. P28566. CHO 5-HT1E Ga15 NFAT-bla reporter, FRET; 0% DMSO wells, 100% control agonist wells. activation, % at 6 µM. 0.69% of 65,000 active. AID 574;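 active means activation above a set limit, the screen-wide mean activation plus 3 SD, cut at about 8.5% in these data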;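 further: 100% = positive control agonist at 1 µM giving full maximal response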
RORA act = RORA (human) activation | 1.5% of 65,000 active | CHO-K1 Gal4-RORA LBD luciferase reporter, luminescence; percent increase over mock-subtracted basal signal | AID 560 | activation, % at 10 µM | P35398;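 active means activation above the mean of all tested compounds plus 3 SD, cut at about 49% in these data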;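 further: 0% = DMSO-treated RORA cells and 100% = added signal equal to DMSO minus mock-transfected cells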
S1P3 agonist = activates the human S1P3 receptor. Q99500. S1P3 NFAT-BLA reporter cells, agonism, FRET ratio; relative to 1 µM S1P, basal subtracted. activation, % at 4.5 µM. 0.1% of 60,000 active. AID 373;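 active means activation above the screen-wide mean plus 3 SD, cut at about 4.5% in these data, passing the limit was not always enough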; further: some compounds called inactive have numbers as strong as hits
Target sequence (Q99500 whole entry, looked up): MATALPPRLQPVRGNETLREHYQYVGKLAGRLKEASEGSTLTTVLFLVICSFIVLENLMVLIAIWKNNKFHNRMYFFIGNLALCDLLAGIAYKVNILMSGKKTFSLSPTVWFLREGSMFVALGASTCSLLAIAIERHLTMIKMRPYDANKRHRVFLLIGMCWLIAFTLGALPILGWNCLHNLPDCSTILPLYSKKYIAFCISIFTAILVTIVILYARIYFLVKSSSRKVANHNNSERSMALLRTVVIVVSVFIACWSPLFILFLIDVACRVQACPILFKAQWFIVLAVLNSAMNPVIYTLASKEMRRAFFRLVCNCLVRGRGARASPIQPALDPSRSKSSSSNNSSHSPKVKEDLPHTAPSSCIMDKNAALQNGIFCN
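Benchmarks: high control 1 µM S1P / System: stable CHO line with human S1P3, Gα16, NFAT-BLA reporter / Dosing: single compound concentration, 4.5 µM final / Timing: 4 h compound at 37 °C, 2 h substrate at RT / Measured by: FRET β-lactamase substrate fluorescence, excitation 405 nm, 460/535 nm emission ratio, background-subtracted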
AP complement = alternative pathway complement inhibition, orthogonal assay. Human serum alternative complement pathway, LPS-coated ELISA, C3 deposition; tested in compound mixtures. AID 1235. inhibition, % at 5 µM. 0.08% of 62,000 active;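 active means inhibition above 30% in each of the two pooled mixtures holding the compound, so the lower value exceeds 30%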;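 further: 0% = serum in Mg-EGTA without compound and 100% = EDTA serum blank; some compounds past the cut are filed as inactive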
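Test system – human serum alternative complement pathway, C3 deposition on LPS-coated wells · Buffer or medium – diluted human serum in Mg2+-EGTA GVB++ · Compound dosing – 5 µM each compound, pools of ten, 50 µM per pool · Schedule – 1 h serum-compound exposure at 37 °C · Measured by – Anti-C3 ELISA, OD 450 nm · Read-out basis – percent inhibition of C3 deposition onto LPS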
5HT1E antag = blocks the human 5-HT1E serotonin receptor; P28566; CHO 5-HT1E Ga15 NFAT-bla reporter, FRET, antagonist; inhibition, % at 6 µM; 0.99% of 65,000 active;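 active means inhibition above a set limit, the mean inhibition across every tested compound plus 3 SD, cut at about 29% in these data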;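 further: signal is the 460 over 535 nm emission ratio of beta-lactamase substrate; 0% = agonist plus DMSO wells and 100% = wells without agonist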
SF-1 act = SF-1 (human) activation. CHO-K1 Gal4-SF-1 LBD luciferase reporter; % increase over DMSO SF-1-specific signal. activation, % at 10 µM. 1.9% of 65,000 active. AID 522;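 active means activation above the mean activation of all tested compounds plus 3 SD, cut at about 50% in these data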
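Compound – one dose, 10 µM compound, 1% DMSO · Test system – transient Gal4-SF-1 LBD reporter, CHO-K1 · Input – 4,000 cells in each well · Read-out basis – percent activation relative to DMSO median and mock-transfected background · Replicates – single measurement per compound · Technique – steady-glow luciferase luminescence, read after 15 min reagent incubation · Timing – 20 h compound treatment, 37 °C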
tolC growth inh = blocks growth of E. coli BW25113 tolC mutant; growth inhibition, % at 10 µM (by protocol); OD615; 2.2% of 65,000 active; AID 573;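 active means growth inhibition at or above a cutoff equal to the mean over every tested compound plus 3 SD, cut at about 60% in these data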;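 further: growth measured after 20 h incubation at 37 °C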
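test system = E. coli BW25113 ΔtolC::kan bacteria | medium = LB with kanamycin 50 µg/mL | signal = OD at 615 nm | schedule = 37 °C, 20 h exposure | evaluation = % inhibition of E. coli growth | compound dosing = one dose of 10 µM final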
Starred values were filed as active, the others as inactive; nt = no result given.

Each structure is followed by: S1P1 ag-PAM	5HT1a antag	HTR1E agonist	RORA act	S1P3 agonist	AP complement	5HT1E antag	SF-1 act	tolC growth inh
COc1ccc(-c2nnc(SCC#N)o2)cc1
 : -14	0	0.9	6	0.7	2	-5	-17	-25
NC(=O)c1cccc(S(=O)(=O)N2CC(c3ccccc3)CC2=O)c1 (centres undefined)
 : -14	-1	1.0	7	0.2	11	-5	-5	0
CSc1ccc(-c2cc(=O)c3ccccc3o2)cc1
 : -6	30	-1.0	32	-0.5	13	-5	63*	61*
COc1cccc(N2CCN(C(=O)c3[nH]c(C)c(C(C)=O)c3C)CC2)c1
 : 3	8	0.1	47	-0.9	4	-3	-9	-18
O=C(NCc1ccc2c(c1)OCO2)c1cc(S(=O)(=O)N2CCCCC2)ccc1F
 : 18	4	-0.5	2	0.7	20	2	-2	-1
NC(=O)C1CCN(C2OC(=O)c3ccccc32)CC1 (centres undefined)
 : -2	nt	-1.0	-2	-3.4	nt	17	6	17
O=S(=O)(c1ccc2ccccc2c1)n1cnc2ccccc21
 : 0	6	-0.4	-16	-0.4	14	8	-20	-19
COc1ccc2oc(=O)c(C(=O)N3CCN(c4ccccc4C)CC3)cc2c1
 : 3	3	0.2	13	-1.3	12	7	38	14
Cc1nn(-c2ccc(C(=O)O)cc2)c(N)c1-c1ccccc1
 : -12	-2	0.2	41	0.5	6	-6	45	-14
Cc1ccc(-n2ncc(C(=O)NCc3ccc4c(c3)OCO4)c2NC(=O)c2ccco2)cc1C
 : 20	11	0.9	11	-0.7	-5	-3	7	11
CC1(C)CC(=O)C=C(N2CCNCC2)C1
 : 3	-10	-0.8	11	0.5	11	-5	-21	-17
Cc1nc(NCC2CCCO2)c2nnn(Cc3ccccc3)c2n1 (centres undefined)
 : 0	-15	0.2	-4	-0.2	3	-2	12	-7
O=C(NC12CC3CC(CC(C3)C1)C2)c1cncc(O)c1
 : nt	10	0.5	20	nt	11	1	2	0
COC(=O)c1cc(C)sc1NC(=O)c1cccnc1
 : -46	2	0.3	8	-0.3	31	-8	9	8
CCOC(=O)c1c(C)nc2ccccn12
 : nt	0	0.4	-12	-1.3	-6	6	1	4
COc1ccc(-c2cc(CCCC(=O)NCc3ccccn3)no2)cc1
 : -14	-8	0.5	-16	0.6	14	2	2	-1
COc1ccc(S(=O)(=O)N2CCOCC2)cc1C(=O)Nc1cc(C)on1
 : 10	4	1.1	-4	0.0	-4	0	1	-2
O=C1CCCN1CN(C(=O)c1ccc2c(c1)OCO2)c1ccc(F)cc1
 : -37	-11	-0.2	20	0.4	10	-7	-2	-13
Cc1ccc2oc(=O)c3cc(C(=O)NCc4ccco4)sc3c2c1
 : -50	5	3.6	-16	0.1	2	22	0	-2
O=C(Cn1nnc(-c2ccccc2)n1)c1ccccc1
 : 23	-1	-0.3	-3	-0.2	-30	-6	12	-2
CCc1c(C)nc2[nH]nc(-c3ccccc3)n2c1=O
 : -23	-3	-0.6	-2	-0.3	6	3	-5	9
CSc1nc2sc3c(c2c(=O)n1C1CCCCC1)CCN(C)C3
 : 3	nt	-0.2	0	-1.7	nt	3	1	6
N#CCCn1nnc2ccccc21
 : -10	-8	0.2	11	0.1	4	-6	7	-23
c1nc(N2CCOCC2)c2sc3nc(N4CCOCC4)c4c(c3c2n1)CCCC4
 : -13	12	1.5	4	-0.6	nt	-12	-13	-15
Cc1ccc(S(=O)(=O)N(C)CCCC(=O)N2CCOCC2)cc1
 : -25	5	-0.4	-28	-0.4	-7	5	-1	-2
CCN(CC)P1(=O)OC(c2cc(OC)c(OC)c(OC)c2)=Nc2c1c(C)nn2-c1ccccc1 (centres undefined)
 : nt	3	-0.1	-4	nt	3	0	7	-2
CN1CCN(C(=O)c2ccc(C3SCC(=O)N3Cc3ccco3)cc2)CC1 (centres undefined)
 : -4	-12	-0.5	-11	-1.0	4	-15	-27	14
Cc1c(C(=O)NCCCN2CCOCC2)sc2ncnc(N3CCN(c4ccccc4)CC3)c12
 : -5	1	0.9	-11	-0.5	6	4	15	-8
O=C(NCC(c1cccnc1)N1CCOCC1)Nc1ccccc1 (centres undefined)
 : -4	-6	0.2	-4	0.9	7	-7	12	-21
COCC(C)n1c(C)cc(C(=O)COc2ccc(S(=O)(=O)N3CCOCC3)cc2Cl)c1C (centres undefined)
 : -5	-9	0.8	25	-0.7	13	-13	4	6
CCOc1cc(C(=O)OCC(=O)c2c(C)[nH]c3ccccc23)ccc1OCC(=O)N1CCOCC1
 : -4	-9	0.7	-6	0.0	-1	-34	5	8
Cc1ccc(CS(=O)(=O)CCC(=O)NCc2cccs2)cc1
 : 15	-6	-0.4	3	-0.4	-3	-1	-4	-2
Cc1cccc(N2CC(c3nc4ccccc4n3C)CC2=O)c1C (centres undefined)
 : 16	-10	0.6	-1	0.1	8	-14	-6	100*
CS(=O)(=O)N(CC(N)=O)Cc1ccc(Cl)cc1
 : -2	2	-1.7	-19	-0.7	7	9	5	-13
NC(=O)c1ccsc1NC(=O)C1CC1
 : -5	2	0.3	22	-1.3	19	19	11	1
CCOP(=O)(c1ccccc1Cl)C1(O)CCCCC1 (centres undefined)
 : -6	-16	1.4	-11	-0.5	11	-3	4	-13
Cc1ccc(SCc2nc(-c3ccncc3)no2)cc1
 : 1	11	-0.8	-5	-0.9	-6	-2	5	11
Cc1[nH]c(=O)[nH]c(=O)c1S(=O)(=O)N1CCCC(C(=O)NCCc2ccc(Cl)cc2)C1 (centres undefined)
 : nt	4	0.5	2	nt	5	4	-15	-17
Cc1noc(C)c1C(=O)N1CCc2ccccc21
 : -14	5	-0.2	-16	-2.0	1	-11	6	-11
CCOC(=O)c1ccccc1NC(=O)CSc1nc2c(c(=O)n(C)c(=O)n2C)n1C
 : -20	-3	-1.1	-8	-1.1	0	-5	10	-19
c1ccc(-n2ncc(-c3nn[nH]n3)n2)cc1
 : nt	-4	1.0	-7	nt	23	1	0	5
C=CCn1c(=N)c(C(=O)OCC)cc2c(=O)n3cc(C)ccc3nc21
 : -8	-7	0.3	-16	-0.5	-5	-5	0	-14
N#Cc1c(N2CCOCC2)nc(-c2ccco2)c2c1CCCC2
 : -21	nt	1.4	-25	-2.3	nt	-5	-2	13
COC(=O)c1ccccc1NC(=O)C1CC=CCC1C(=O)O (centres undefined)
 : -9	-12	-0.1	10	0.2	1	-4	-10	-1
CCCn1nc(NC(=O)c2cccs2)c2cc3cc(OC)ccc3nc21
 : -4	-16	1.9	45	1.1	6	18	19	34
C#CCSc1nsc(SCC#C)c1C#N
 : 18	8	0.4	-6	1.0	-2	19	-8	-8
COc1cc(NC(=O)c2ncn[nH]2)cc(OC)c1OC
 : -2	-19	-1.5	-10	-1.4	nt	-5	-18	10
O=C(CN(CCc1ccccc1)C(=O)CNS(=O)(=O)c1ccccc1)NCC1CCCO1 (centres undefined)
 : 5	-8	-0.8	-5	0.5	12	-7	2	-8
COC(=O)c1[nH]c2ccccc2c1NC(=O)Oc1ccccc1
 : -13	13	0.0	-7	-1.8	-3	-2	15	19
Cn1c(=O)c2c(nc(CN3CCc4ccccc4C3)n2CCc2ccccc2)n(C)c1=O
 : -12	13	1.1	-14	-0.5	nt	-9	-6	nt
CCOc1cc(S(=O)(=O)N2CCN(CC)CC2)ccc1Cl
 : -12	-7	-0.6	-26	-0.8	-2	1	-8	-7
CCC(=O)Nc1cccc(NC(=O)c2cccnc2)c1
 : 0	6	-0.4	-6	-0.4	0	-9	0	-17
O=C1CCNc2cc3ccccc3cc21
 : 0	3	-0.3	-2	0.2	1	6	5	6
CCCOC(=O)CCNc1n[nH]c(=O)[nH]c1=O
 : -2	-4	0.1	7	-1.4	17	-1	-3	-8
Cc1ccc(N2CC(C)Cn3c2nc2c3c(=O)n(CC(=O)OCc3ccccc3)c(=O)n2C)cc1C (centres undefined)
 : -9	10	-0.4	12	-2.1	4	-24	-7	36
CCC1(C)Cc2ccccc2/C(=C/C(=O)N2CCCCC2)N1 (centres undefined)
 : 3	22	-0.9	-10	-0.5	13	3	6	21
Cc1cc(-n2c(C)cc(C(=O)CN3C(=O)NC4(CCCCC4C)C3=O)c2C)no1 (centres undefined)
 : 15	-2	0.5	-3	-0.2	22	5	-1	-1
O=C1CC(c2ccc(F)cc2)Cc2nc(N3CCOCC3)ncc21 (centres undefined)
 : 15	-7	-0.3	-15	-1.4	10	9	0	3
CCCCc1nc(NCC2CCCO2)c(C#N)c2c1COC(C)(C)C2 (centres undefined)
 : -12	nt	-0.2	19	-4.8	nt	12	-8	-3
Fc1ccc(C(c2nnnn2C2CCCC2)N2CCN(Cc3ccncc3)CC2)cc1 (centres undefined)
 : -12	-5	0.0	-4	-0.1	4	4	0	2

Retrieved by compound from above, 2 records:
Each structure is followed by: S1P1 ag-PAM	5HT1a antag	HTR1E agonist	RORA act	S1P3 agonist	AP complement	5HT1E antag	SF-1 act	tolC growth inh
CCC1(C)Cc2ccccc2/C(=C/C(=O)N2CCCCC2)N1 (centres undefined)
 : 3	22	-0.9	-10	-0.5	13	3	6	21
Fc1ccc(C(c2nnnn2C2CCCC2)N2CCN(Cc3ccncc3)CC2)cc1 (centres undefined)
 : -12	-5	0.0	-4	-0.1	4	4	0	2

New compounds follow.
Each structure is followed by: S1P1 ag-PAM	5HT1a antag	HTR1E agonist	RORA act	S1P3 agonist	AP complement	5HT1E antag	SF-1 act	tolC growth inh
CC(=O)c1cccc(NC(=O)Nc2c(C)nn(C)c2C)c1
 : -10	-10	-0.5	-23	-0.7	7	-7	-15	-6
CN(C)S(=O)(=O)c1cc(S(=O)(=O)N(C)C)c(Cl)cc1N
 : -14	5	0.2	13	-2.0	24	2	12	-2
CCOc1ccc(S(=O)(=O)N(CC(=O)O)c2ccccc2)cc1
 : -6	0	-0.2	0	-0.6	-1	-7	-1	0
COc1nc(N(C)C)nc(-n2nnc(C(C)=O)c2C)n1
 : -8	-4	1.5	-5	-0.2	-8	1	-13	-4
Cc1c(C(=O)NCc2cccnc2)oc2ccc(S(=O)(=O)N3CCCC(C)C3)cc12 (centres undefined)
 : nt	-4	0.5	4	nt	14	-4	5	12
CCOC(=O)c1ccc(NC(=O)NCCN2CCCCC2)cc1
 : -13	-6	-0.8	17	-0.6	21	-8	0	-5
CCCc1cc(C(=O)Nc2sc3c(c2C#N)CCC3)no1
 : 60	5	0.3	26	0.0	8	-5	22	17
CCN1C(=O)c2cccc3c(S(=O)(=O)NC(Cc4c[nH]c5ccccc45)C(=O)O)ccc1c23 (centres undefined)
 : 0	9	-2.3	-10	-0.3	10	12	-16	-8
Cn1nnnc1SCC(=O)Nc1ccccc1N1CCCCC1
 : 1	0	0.2	-3	0.4	25	-5	-2	9
